Screens as filed in PubChem BioAssay.
TRb-SRC2 inh: qHTS for Inhibitors of the Interaction of Thyroid Hormone Receptor and Steroid Receptor Coregulator 2; Thyroid hormone receptor beta (Homo sapiens), P10828; TRbeta-SRC2 peptide binding, fluorescence polarization; receptor liganded with 1 µM T3; 0.065% of 280,000 active; Potency, µM (doses to about 106 µM), for the others: at the highest dose activity change, negative = inhibition, usual class: inhibitors;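 also: plate controls were bound peptide for no effect and peptide without receptor for full effect; nearly all actives have a fitted effect of over 50% in size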
Target sequence (P10828 whole entry, looked up): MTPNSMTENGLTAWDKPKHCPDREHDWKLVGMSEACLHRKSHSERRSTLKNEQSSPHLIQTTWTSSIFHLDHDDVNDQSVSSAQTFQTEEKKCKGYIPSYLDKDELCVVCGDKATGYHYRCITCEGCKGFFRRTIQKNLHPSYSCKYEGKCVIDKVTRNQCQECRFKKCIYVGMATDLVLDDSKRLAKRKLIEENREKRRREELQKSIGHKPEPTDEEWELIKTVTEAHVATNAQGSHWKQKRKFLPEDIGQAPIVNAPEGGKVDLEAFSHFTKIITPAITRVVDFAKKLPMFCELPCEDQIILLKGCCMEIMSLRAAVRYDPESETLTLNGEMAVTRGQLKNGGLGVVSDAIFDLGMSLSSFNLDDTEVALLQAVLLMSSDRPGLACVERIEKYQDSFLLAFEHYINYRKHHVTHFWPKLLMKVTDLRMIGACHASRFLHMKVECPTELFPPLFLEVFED
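Human TRb LBD (0.6 uM) plus Texas Red-labeled SRC2 peptide (20 nM), 1uM T3, 5% DMSO, 5 hr at ambient temperature. Decreased polarization (555/632 nm) flags inhibition; data normalized to free and bound peptide controls.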
Tau ThT inhib: qHTS for Inhibitors of Tau Fibril Formation, Thioflavin T Binding; Potency, µM (top dose mostly 57.4 µM), for inactives: at the top dose activity, negative = inhibition, hits mostly inhibitors; recombinant tau K18 P301L, heparin-induced fibrillization, ThT fluorescence; 2.1% of 270,000 active; AID 1460, 2008; also: nearly all actives have a fitted effect of over 55% in size
Target sequence (P10636 561-689 P618L limits assumed): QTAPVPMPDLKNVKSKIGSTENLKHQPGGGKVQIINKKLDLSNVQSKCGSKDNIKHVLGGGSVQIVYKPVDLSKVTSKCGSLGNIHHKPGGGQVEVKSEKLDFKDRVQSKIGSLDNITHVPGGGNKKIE
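Recombinant human tau K18 fragment […] carrying P301L, 15 uM unlabeled plus 0.24 uM Alexa 594-labeled, was fibrillized with 20 uM heparin in 100 mM sodium acetate pH 7 for 6 hr at 37 C; 30 uM ThT fluorescence read after 1 hr.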
KDM4E inh: qHTS Assay for Inhibitors of Human Jumonji Domain Containing 2E (JMJD2E). Lysine-specific demethylase 4E (Homo sapiens), B2RXH2. JMJD2E catalytic domain, FDH-coupled NADH fluorescence (FDH is formaldehyde dehydrogenase). Potency, µM (series often up to 57.1 µM), for inactives: at the highest dose activity change, negative = inhibition, actives largely listed as inhibitors. 1.6% of 230,000 active. AID 2147, 2009; active = well fitted inhibition curve with a large enough effect, not every such curve was filed as active; inconclusive = small, poorly fitted or top-dose-only effect, or another doubt; inactive = no such curve, though single readings can be large or run the other way;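 also: 0% = wells with enzyme and -100% = buffer wells without enzyme; nearly all actives have a fitted effect of over 50% in size; many of its hits are not listed in these tables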
Target sequence (B2RXH2 1-337 limits assumed): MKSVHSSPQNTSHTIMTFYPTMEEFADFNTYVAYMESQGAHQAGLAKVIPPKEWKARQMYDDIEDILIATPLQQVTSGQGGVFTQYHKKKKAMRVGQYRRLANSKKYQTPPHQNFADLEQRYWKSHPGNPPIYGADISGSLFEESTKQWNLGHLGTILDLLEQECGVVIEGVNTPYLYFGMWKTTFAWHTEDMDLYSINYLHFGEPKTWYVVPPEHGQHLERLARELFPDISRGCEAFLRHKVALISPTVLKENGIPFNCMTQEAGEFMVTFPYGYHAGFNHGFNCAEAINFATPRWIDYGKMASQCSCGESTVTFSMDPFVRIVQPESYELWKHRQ
Tau fibril FP: qHTS for Inhibitors of Tau Fibril Formation, Fluorescence Polarization. Microtubule-associated protein tau (Homo sapiens), P10636. K18 P301L tau heparin fibrillization, Alexa594 FP, 6 h. Potency, µM (titrated, usually from 57.7 µM), without a hit: at the highest dose activity, negative = inhibition, most hits filed as inhibitors. 0.39% of 280,000 active. AID 1468, 2008; also: nearly all actives have a fitted effect of over 55% in size
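Heparin (20 uM) drove fibril formation of recombinant tau K18 P301L, 15 uM unlabeled with 0.24 uM Alexa 594 label, for 6 hr at 37 C in 100 mM sodium acetate pH 7. Fluorescence polarization (555/632 nm) read 1 hr after 30 uM ThT.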
TR SRC2 fluor cs: Total Fluorescence Counterscreen for Inhibitors of the Interaction of Thyroid Hormone Receptor and Steroid Receptor Coregulator 2; Potency, µM (series often up to 106 µM), without a hit: top-dose fluorescence change, negative = quenching; 0.29% of 280,000 active; AID 1479, 2009; TRb/SRC2 Texas Red total fluorescence interference; active = well fitted curve in either direction with a large enough effect; inconclusive = small, poorly fitted or top-dose-only effect
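Human TRβ ligand-binding domain (0.6 uM) and Texas Red SRC2 peptide (20 nM) in Tris buffer with 1 uM T3 and 5% DMSO were incubated with pinned compound for 5 hr at ambient temperature. Total fluorescence was computed as S + 2P (555/632 nm).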
RECQ1 helicase: qHTS Assay for Inhibitors of RecQ-Like Dna Helicase 1 (RECQ1). ATP-dependent DNA helicase Q1 (Homo sapiens), P46063. RECQ1 DNA unwinding, red fluorescence kinetic read. Potency, µM (top dose mostly 57.3 µM), for inactives: at the top dose activity, negative = inhibition, most hits filed as inhibitors. 0.54% of 240,000 active;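 also: plate controls were vehicle for no effect and no enzyme for full effect; nearly all actives have a fitted effect of over 30% in size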
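RECQ1T1 50 nM; forked duplex (20 bp + 30-nt ss tails) 200 nM, ATP 2 mM final; pH 8.0, 2 mM MgCl2, 2.5 ug/ml poly(dI-dC); 15 min compound preincubation; discontinuous kinetic read over 2 h at RT.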
L3MBTL1 inh: qHTS Assay for the Inhibitors of L3MBTL1. 0.66% of 230,000 active. AID 485360, 2010. Potency, µM (doses to about 57.1 µM), for inactives: at the highest dose activity, negative = inhibition, usual class: inhibitors. Lethal(3)malignant brain tumor-like protein 1 (Homo sapiens), Q9Y468. AlphaScreen L3MBTL1–H3K9me1 peptide binding; also: nearly all actives have a fitted effect of over 60% in size
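Read-out is AlphaScreen signal from streptavidin donor and nickel chelate acceptor beads (10 ug/mL final each) bridging L3MBTL1 (50 nM) and biotinylated K9-monomethylated H3(1-15) peptide (75 nM), after 30 min compound exposure at room temperature.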
RGS12 GoLoco inh: qHTS Assay for Inhibitors of RGS12 GoLoco Motif Activity (Red Fluorophore); Potency, µM (top dose mostly 61.6 µM), inactives show at the top dose activity, negative = inhibition, hits mostly inhibitors; 0.44% of 230,000 active; Gai1:RGS12 GoLoco peptide FP, rhodamine, 10 min; AID 880, 2007; active = well fitted inhibition curve with a large enough effect, not every such curve was filed as active; inactive = no such curve, though single readings can be large or run the other way; also: nearly all actives have a fitted effect of over 30% in size; many of its hits are not listed in these tables
* = called active by the depositor; i = inactive; ? = inconclusive; . = not tested or not shown. Unless noted, calls follow the shape of the dose curve; as a rule, active = well fitted curve in the direction sought with a large enough effect; inconclusive = small, poorly fitted or top-dose-only effect, or another doubt; inactive = no such curve, though single readings can be large; an effect the other way counts as inactive or inconclusive. Unless noted, % is scaled to controls: 0 for no effect and ±100 for the full control effect; potency is read from the fitted curve at half-maximal effect. This is a subset, so the mix of outcomes need not match the whole.

SMILES	TRb-SRC2 inh	Tau ThT inhib	KDM4E inh	Tau fibril FP	TR SRC2 fluor cs	RECQ1 helicase	L3MBTL1 inh	RGS12 GoLoco inh
Nn1c(COc2ccccc2)nnc1SCc1cc(=O)[nH]c2ccccc12	5%	4%	16%	-2%	-1%	i	.	7%
CN1CCN(c2nc3c(c(=O)n(C)c(=O)n3C)n2CC(=O)C23CC4CC(CC(C4)C2)C3)CC1	5%	-1%	-19%	-12%	1%	i	-5%	14%
O=C(c1ccccc1)N1CCc2ccccc21	6%	-5%	3%	3%	0%	-3%	.	-1%
Cc1ccccc1NC(=O)CSC1=C(C#N)C(c2ccsc2)CC(=O)N1 (stereo unspecified)	-10%	-12%	-6%	-1%	-3%	-7%	.	6%
CCOC(=O)c1csc(NC(=O)CSc2nnnn2CC)n1	-7%	-19%	0%	-3%	1%	5%	-2%	4%
COc1cccc(/C=C(/C(=O)OCC(N)=O)c2ccccc2)c1	-3%	-1%	-15%	?	-3%	-2%	-6%	-2%
NS(=O)(=O)c1ccc(N=Nc2c(O)ccc3ccccc23)cc1	-13%	1.1µM*	0%	0%	-4%	-20%	-19%	11%
O=[N+]([O-])c1cccc(/C=N/N2CCN(c3ccccn3)CC2)c1	-1%	1%	-7%	0%	0%	8%	0%	.
Cc1nc2sc3c(c2c(=O)n1N)CCC3	-12%	2%	-1%	2%	-2%	-7%	-6%	1%
COc1cccc(/C=N/NC(=O)c2ccc(=O)n(C)c2)c1OC	19%	4%	4%	11%	1%	1%	-5%	-1%
CCNC(=S)Nc1cccc(F)c1C	3%	-7%	8%	-1%	0%	-13%	-2%	12%
COc1cc(-c2csc(C)n2)ccc1O	2%	-5%	3%	-4%	-4%	?	.	0%
CCC1(C(=O)OC)NC(c2ccco2)C2C(=O)N(c3ccccc3)C(=O)C21 (stereo unspecified)	-2%	?	-13%	-10%	2%	-10%	-10%	24%
CC1=[N+]([O-])C(C)(C)C(C)N(O)C1=O (stereo unspecified)	2%	-3%	?	5%	-6%	-12%	-3%	15%
CCn1cc([C@@H]2C[C@H]3CN(Cc4cccc(Cl)c4)C(=O)[C@]34CCCN24)c(C)n1	3%	-3%	-8%	-6%	-2%	16%	?	16%
COc1ccc(C)cc1NC(=O)C1CCCN(S(=O)(=O)c2cccc3nonc23)C1 (stereo unspecified)	0%	-3%	-1%	-7%	1%	0%	-4%	29%
O=C(/C=C/c1ccccc1Cl)NCCN1CCOCC1	-8%	-1%	6%	5%	-2%	-6%	10%	-1%
O=C(N/N=C/c1ccc(O)c(O)c1)c1cccc(S(=O)(=O)N2CCCCC2)c1	1%	-15%	16µM*	4%	-5%	i	-3%	4%
COc1ccc(C(CNC(=O)c2oc3cc(Br)ccc3c2C)N2CCCCC2)cc1 (stereo unspecified)	-16%	-8%	.	3%	-2%	.	.	.
COC(=O)c1sccc1S(=O)(=O)N1CCN(c2cccc(C)c2C)CC1	-2%	-6%	.	-8%	-16%	.	.	.
CCn1c(CSc2nc3ccccc3s2)nnc1SCC(=O)c1ccc(Cl)cc1	-7%	-19%	-4%	?	-4%	-10%	.	18%
CCN(CC)S(=O)(=O)c1cc(C(=O)O)ccc1Cl	-14%	-6%	0%	5%	3%	-2%	.	10%
CCCOc1ccc(N2C(=O)CC(N(CCc3ccc(OC)cc3)C(=O)/C=C/C(=O)O)C2=O)cc1 (stereo unspecified)	-3%	-4%	-30%	9%	?	-4%	-1%	13%
Cc1cccc(C2c3[nH]c4ccccc4c3CCN2C(=O)c2cc(-c3cccn3C)n[nH]2)n1 (stereo unspecified)	9%	-17%	-1%	7%	-1%	-1%	?	7%
Oc1ccc(-n2cnnn2)cc1	-11%	?	0%	-10%	1%	i	.	-6%

New compounds follow
SMILES	TRb-SRC2 inh	Tau ThT inhib	KDM4E inh	Tau fibril FP	TR SRC2 fluor cs	RECQ1 helicase	L3MBTL1 inh	RGS12 GoLoco inh
CCc1nnc(NC(=O)CSc2nc3c(cc2C#N)CCC3)s1	-3%	2µM*	?	0%	0%	5%	.	1%
CCOc1ccc(CSCCNC(=S)Nc2ccc(OC)cc2)cc1	4%	-17%	-1%	2%	-6%	-11%	-11%	6%
COc1ccc(CCNS(=O)(=O)c2cc(-c3onc(C)c3C)ccc2OC)cc1OC	6%	-2%	.	-3%	-1%	.	.	.
O=[N+]([O-])c1ccc(N2CCN(S(=O)(=O)c3ccccc3)CC2)cc1NCc1ccco1	16%	11%	-9%	11%	1%	0%	-14%	-7%
O=C(COC(=O)c1cccs1)NCCC1=CCCCC1	7%	5%	9%	10%	1%	-2%	5%	0%
Cc1ccc(OCCc2csc(N)n2)cc1	-3%	-15%	6%	2%	2%	3%	.	2%
Cc1ccc(Cn2nnnc2CN2CCC(O)(c3ccc(F)cc3)CC2)cc1	-1%	-4%	1%	-2%	-2%	-13%	2%	2%
COc1cc(/C=N/NC(=O)c2ccncc2)ccc1OC(=O)c1ccccc1Cl	-1%	?	-9%	?	-3%	i	-8%	12%
Fc1ccc(CN2C3=NCCCN3c3ccccc32)cc1	5%	-4%	9%	-3%	1%	-7%	14%	11%
Cc1cc(-n2cccn2)ccc1CN1CCN(C2CCCC2)C(CCO)C1 (stereo unspecified)	-8%	2%	0%	2%	-6%	i	9%	-7%
FC(F)(F)c1ccc(Oc2ccc3c(C(F)(F)F)cc(C(F)(F)F)nc3n2)cc1	3%	-4%	?	-10%	-2%	i	3%	-6%
Oc1ccc(-c2n[nH]c(=S)n2-c2ccc3c(c2)OCCO3)c(O)c1	0%	?	?	4%	-4%	-14%	-10%	26%
COc1cc(Cl)c(C)cc1NC(=O)Cn1c(NCCO)nc2ccccc21	6%	-7%	-5%	-6%	-1%	0%	-10%	11%
COc1ccc(NC(=O)c2ccc3c(=O)n(-c4ccc(OC)cc4OC)c(=S)[nH]c3c2)c(OC)c1	-3%	-18%	?	-5%	-5%	-12%	?	7%
CC(=O)Nc1ccc(S(=O)(=O)N2CCC(NC(C)=O)(c3cccc(F)c3)CC2)cc1	-1%	5%	3%	-1%	2%	-3%	7%	4%
CC(Oc1ccc(Cl)cc1)C(=O)Nc1ncccn1 (stereo unspecified)	2%	8%	-1%	3%	-5%	i	12%	-11%
Cc1cccc(OCc2ccc(C(=O)Nc3ccc(F)cc3)cc2)c1	-2%	-16%	7%	-11%	-2%	-10%	12%	11%
Cc1cc(-c2ccc(S(=O)(=O)Nc3cccc(Cl)c3C)cc2)on1	-1%	3%	.	-14%	-2%	.	.	.
CN(C(=O)COc1ncnc2sccc12)c1ccccc1	0%	-2%	2%	-8%	0%	-2%	.	3%
Cc1cc(O)c(/C=N/Nc2ccccc2)c(=O)o1	-7%	?	-1%	-4%	-4%	2%	-4%	-6%
CCOC(=O)c1ccc(NC(=O)COC(=O)Cc2csc(-c3ccccc3)n2)cc1	8%	?	-8%	?	-2%	-9%	8%	.
Cc1cc(C(=O)N/N=C/c2ccc([N+](=O)[O-])o2)c(C)o1	-2%	?	3%	-8%	-3%	-8%	-13%	9%
CSc1ccc(Cl)c(C(=O)NCCOc2ccccc2)c1	7%	-5%	2%	-6%	-2%	-3%	2%	-3%
FC(F)(F)c1nnc2ccc(N3CCOCC3)nn12	1%	4%	-13%	-3%	0%	i	.	-16%
CCN(CC)C(=O)C(=O)c1cn(CC(=O)N2CCc3ccccc3C2)c2ccccc12	-5%	9%	-4%	2%	0%	5%	.	-1%

(listing goes on)
SMILES	TRb-SRC2 inh	Tau ThT inhib	KDM4E inh	Tau fibril FP	TR SRC2 fluor cs	RECQ1 helicase	L3MBTL1 inh	RGS12 GoLoco inh
CCOc1ccc(N2CC(=O)N(c3ccc(OCC)cc3)CC2=O)cc1	-8%	1%	8%	0%	0%	14%	11%	4%
Cc1cc(=O)[nH]c(=O)n1Cc1ccccc1	-1%	3%	-1%	-1%	0%	-2%	.	-12%
CCn1c2ccccc2c2cc(NC(=O)COC(=O)c3cc(Cl)c(N)cc3OC)ccc21	-5%	?	?	4%	-8%	-4%	.	0%
Cc1cccc(OCC(=O)Nc2ccc(S(=O)(=O)Nc3onc(C)c3C)cc2)c1C	3%	?	.	6%	?	.	.	.
COc1cc(NC(=O)CN2CC(c3ccccc3)CC2=O)cc(OC)c1 (stereo unspecified)	2%	1%	-4%	-2%	0%	6%	20%	0%
Cc1ccc2oc(Nc3nc(C)c(C)c(C)n3)nc2c1	-4%	?	-6%	-3%	0%	-9%	-7%	22%
CCOC(=O)CON1C(=O)C(=O)N(OCC(=O)OCC)[C@H]2CCCC[C@H]21	-6%	.	1%	16%	-1%	0%	.	-7%
CCOc1ccc(CCNC(=O)c2ccc3nc(CC)c(CC)nc3c2)cc1	3%	-16%	.	-7%	-3%	.	.	.

Looked up one by one from the entries so far, 5 records:
SMILES	TRb-SRC2 inh	Tau ThT inhib	KDM4E inh	Tau fibril FP	TR SRC2 fluor cs	RECQ1 helicase	L3MBTL1 inh	RGS12 GoLoco inh
CCOC(=O)CON1C(=O)C(=O)N(OCC(=O)OCC)[C@H]2CCCC[C@H]21	-6%	.	1%	16%	-1%	0%	.	-7%
COc1cc(NC(=O)CN2CC(c3ccccc3)CC2=O)cc(OC)c1 (stereo unspecified)	2%	1%	-4%	-2%	0%	6%	20%	0%
CCn1c2ccccc2c2cc(NC(=O)COC(=O)c3cc(Cl)c(N)cc3OC)ccc21	-5%	?	?	4%	-8%	-4%	.	0%
Cc1cc(=O)[nH]c(=O)n1Cc1ccccc1	-1%	3%	-1%	-1%	0%	-2%	.	-12%
CCOc1ccc(N2CC(=O)N(c3ccc(OCC)cc3)CC2=O)cc1	-8%	1%	8%	0%	0%	14%	11%	4%
